Assay outcomes from PubChem BioAssay.
aDG glyco up: activators of alpha-DG glycosylation, primary screen, uHTS, Pro5-aDG cells, AlphaScreen. alpha-DG glycosylation AlphaScreen (IIH6); 0% Pro5, 100% B10-LARGE cell signal. activation, % at 10 µM. 360,000 compounds, 0.22% hits;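 active means activation of at least 8% versus controls, or a plate z-score of at least 8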;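 further: Pro5 are CHO cells carrying HIG-tagged alpha-DG that lacks glycosylation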
Peg3 prom inh: Peg3 promoter-driven luciferase inhibitors, primary screen, cell-based, HeLa, luciferase luminescence; AID 588405, 2011; inhibition, % at 20 µM; 360,000 compounds, 1.7% hits; HeLa PEG-Prom luciferase reporter, overnight;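 active means inhibition of at least 50% at 20 µM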
KKLEB tox: cytotoxicity in KKLEB CF airway cells, primary screen, cytotoxicity control for CF NF-kB inhibitor project, cell-based, uHTS, fluorescence assay plates; KKLEB CF airway cells viability, ATPlite luminescence, overnight; active compounds read low; cells stimulated with P. aeruginosa culture filtrate; 360,000 compounds, 0.36% hits; AID 602141, 2011; activity change (cytotoxicity), % at 5 µM;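 active means corrected activity change at or below -50% at 5 µM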
MITF TRPM1 inh: inhibitors of MITF-dependent TRPM1 promoter reporter, primary screen, cell-based, SK-MEL-5, single point, luciferase; 330,000 compounds, 0.83% hits; inhibition, % at 12.5 µM; SK-MEL-5 TRPM1 promoter luciferase, 24 h; AID 488899, 2010;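 active means mean inhibition across replicates of 60% or more, whatever share of single replicates reaches that level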; further: values of inactives mirror those of a sister screen read the other way
TWEAK Fn14 block: inhibitors of TWEAK-Fn14 signaling, primary screen, luciferase reporter cells, uHTS | AID 1159606, 2016 | TWEAK-stimulated Fn14 reporter cells, luciferase luminescence, 8 h | 360,000 compounds, 2% hits | inhibition, % at 10 µM; in the data active means inhibition above about 50%
CF NFkB inh: inhibitors of PAF-induced NF-kB signaling, primary screen, cell-based, GFP fluorescence, uHTS. KKLEB NF-kB-GFP reporter, GFP fluorescence overnight. inhibition, % at 5 µM. 360,000 compounds, 0.86% hits. AID 588850, 2011;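 active means at least 50% inhibition at 5 µM, scaled per plate between neutral and stimulator controls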;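 further: PAF is a Pseudomonas aeruginosa culture filtrate used as stimulus; plate controls were PAF-stimulated DMSO wells for no effect and unstimulated DMSO wells for full effect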
Shn3 inh set2: reduction of Shn3 3'UTR firefly luciferase signal, primary screen, Schnurri-3 inhibitor project, cell-based, Clone20 osteoblasts, set 2; inhibition, % at 12.5 µM; Clone20 osteoblast Shn3 3'UTR firefly luciferase, 24 h; 360,000 compounds, 0.52% hits;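 active means mean inhibition of at least 75% with every replicate also reaching 75%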;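 further: 0% = median of neutral control wells and 100% = pilot-screen positive control compound; some compounds past the cut are filed as inactive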
HIF-2a block: HIF-2a reporter inhibitors, primary screen, luminescence, 786-0 RCC cells; 786-0 RCC cells HIF-2a reporter, luciferase luminescence, overnight; inhibition, % at 18.8 µM; 360,000 compounds, 0.72% hits; AID 624352, 2012;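 active means inhibition of the luminescence signal of 40% or more relative to plate controls, in a single-dose primary screen at 18.75 µM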
iPSC survival up: enhancers of single-cell hiPSC survival, primary screen, ATPlite luminescence; survival enhancement, % at 20 µM; 100% = ROCK inhibitor wells, 0% = DMSO; 360,000 compounds, 0.044% hits; in the data active means survival enhancement above about 18%;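 further: cells exposed to compounds for 16 hours before the ATP read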
NR2E3 ag-1: NR2E3 agonists in two-hybrid cells, primary screen, cell-based, luminescence, CHO-S, Gal4-NCOR/VP16-NR2E3 | Photoreceptor-specific nuclear receptor (Homo sapiens), Q9Y5X4 | luciferase | inhibition of corepressor binding, % at 3.98 µM | 360,000 compounds, 0.35% hits | AID 602229, 2012;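 active means inhibition above the mean of all tested compounds plus 3 SD, cut at about 70% in these data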;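 further: 0% = DMSO with NR2E3 transfected cells and 100% = cells lacking NR2E3 construct; higher means lower luciferase signal from less NR2E3 corepressor binding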
Target sequence (Q9Y5X4 whole entry, looked up, the tested form may be a part): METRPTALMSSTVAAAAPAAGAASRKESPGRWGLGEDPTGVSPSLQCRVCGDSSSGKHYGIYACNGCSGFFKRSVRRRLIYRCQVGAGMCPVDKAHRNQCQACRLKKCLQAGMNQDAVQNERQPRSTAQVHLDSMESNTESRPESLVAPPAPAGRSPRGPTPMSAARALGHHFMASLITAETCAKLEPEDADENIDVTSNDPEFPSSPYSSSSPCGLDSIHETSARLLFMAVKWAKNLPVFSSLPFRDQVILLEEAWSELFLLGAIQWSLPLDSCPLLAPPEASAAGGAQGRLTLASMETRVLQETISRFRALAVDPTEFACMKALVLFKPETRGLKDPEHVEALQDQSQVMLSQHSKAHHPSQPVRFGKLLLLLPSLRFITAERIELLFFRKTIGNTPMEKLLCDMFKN
NR2E3 ag-2: inhibitors of NR2E3-RetCOR corepressor binding, primary screen, NR2E3 agonist project, biochemical, TR-FRET, GST-NR2E3, biotin-RetCOR. Photoreceptor-specific nuclear receptor (Homo sapiens), Q9Y5X4. 1536-well. inhibition of corepressor binding, % at 4.78 µM. 320,000 compounds, 0.12% hits. AID 2300, 2010;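 active means percent inhibition above the cutoff of mean plus 3 SD of all tested compounds, set per screening campaign, cut at about 20% in these data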;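 further: 0% = DMSO wells and 100% = biotin wells as full block of FRET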
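Format: 1536-well format; test system: GST-NR2E3 and biotin-RetCOR proteins; read-out basis: percent inhibition of TR-FRET ratio; timing: 5 h incubation at 4 °C; detection: time-resolved FRET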
An asterisk follows results filed as active; · = not tested or not shown.

SMILES | aDG glyco up | Peg3 prom inh | KKLEB tox | MITF TRPM1 inh | TWEAK Fn14 block | CF NFkB inh | Shn3 inh set2 | HIF-2a block | iPSC survival up | NR2E3 ag-1 | NR2E3 ag-2
O=C(c1ccc(Cl)cc1)N1CCn2c1nc1ccccc12 | -0.5 | -126.1 | -7.8 | -67.8 | -26.3 | -28.8 | -15.1 | -209.0 | -0.7 | -8.1 | -1.5
COc1ccc(-c2nc(-n3c(C)c(C(C)=O)c(C(C)=O)c3C)sc2C)cc1 | 0.3 | 20.1 | -13.6 | 3.2 | -2.0 | -15.0 | 24.7 | 16.8 | -2.3 | -0.2 | -0.9
COc1cc(-c2noc(C3CCCN(C(=O)c4ccccc4)C3)n2)cc(OC)c1OC (stereo not drawn) | -0.1 | 16.0 | 2.5 | -1.3 | -12.1 | -4.7 | 6.9 | 17.2 | 3.7 | 3.2 | 1.3
CCCCC[C@@H]1[C@H]2[C@H]3C(=O)N(c4ccccc4)C(=O)[C@H]3CC(=O)[C@H]2[C@H](c2ccccc2)N1S(=O)(=O)c1ccc(C)cc1 | 0.0 | 3.7 | 3.9 | · | 22.9 | 5.3 | -9.3 | -1.9 | -0.1 | 13.8 | ·
Cc1ccc2[nH]c(=O)c(CN(Cc3ccccc3)C(=S)NCCCN(C)C)cc2c1 | 2.7 | 44.0 | -10.6 | -32.0 | -3.4 | 12.5 | 36.2 | 9.4 | -2.2 | -27.1 | 1.7
CCN1C(=O)[C@H]2[C@@H](c3ccc(C)cc3)N[C@]3(CCCN(Cc4ccc(OC)cc4)C3=O)[C@H]2C1=O | -0.2 | -3.8 | -14.2 | · | -6.2 | 14.7 | -9.3 | -0.2 | 2.6 | 1.4 | ·
Cc1cc(C)n(CCN(C)C(=O)CCc2nnc(CCC3CCCCC3)o2)n1 | -0.2 | -313.9 | 5.0 | 3.0 | -7.3 | -15.7 | -71.8 | -238.5 | 0.3 | -136.3 | 1.8
CC(=O)c1c(C)oc2ccc(N(C(C)=O)S(=O)(=O)c3ccc(Br)cc3)cc12 | 0.6 | 46.6 | -11.8 | 4.5 | 31.4 | 9.7 | 31.4 | 6.5 | -0.4 | 89.9* | 7.0
C1=C(c2ccccc2)Nc2nnnn2C1c1cccs1 (stereo not drawn) | 0.5 | -213.4 | -9.1 | -7.9 | -4.0 | 1.5 | -42.0 | -73.2 | 2.0 | -3.9 | -2.5
Cc1ccc(C)c(OCC(=O)Nc2ccc(C(=O)O)cc2NC(=O)COc2cc(C)ccc2C)c1 | 0.1 | 5.8 | 11.3 | -2.7 | 15.0 | -36.2 | 13.3 | 21.1 | -0.3 | 4.2 | 3.5
Nc1nonc1-n1nnc(C(=O)N/N=C/c2ccccc2Cl)c1-c1ccccc1 | 0.2 | 10.5 | 5.7 | -8.3 | -0.4 | 20.7 | 0.6 | -1.6 | 1.2 | 13.3 | -0.1
CC1(C)CC(=S)Nc2ccccc2S1 | -0.2 | -13.5 | 0.6 | -7.3 | 1.4 | 10.3 | -9.4 | 1.6 | 1.6 | -9.2 | -2.6
COc1ccc(CCNS(=O)(=O)c2ccc3oc(C(=O)O)c(C)c3c2)cc1OC | -0.1 | 28.6 | 22.5 | -4.4 | 9.4 | 4.7 | -5.3 | -0.7 | 3.3 | -8.1 | 3.2
O=C(Nc1ccc(S(=O)(=O)Nc2ccccn2)cc1)c1ccc(Cl)cc1Cl | -0.2 | -2.0 | -10.5 | -14.3 | 27.3 | -4.7 | 12.6 | 6.7 | -0.2 | -4.2 | 1.6
O=C(CN1C(=O)NC2(CCCCCC2)C1=O)NCc1ccc(Cl)cc1 | -0.2 | 15.7 | -22.5 | 7.8 | -17.7 | 19.2 | 19.2 | 4.4 | -1.3 | -22.0 | ·
Cc1cc(N2CCCCC2)nc(N)n1 | -0.2 | 8.5 | 11.4 | -4.3 | 3.0 | 4.7 | -13.2 | 19.0 | 1.1 | -15.0 | 4.3
CC1=C(C(=O)N2CCOCC2)CC(CC(=O)NCCCN(C)C)C(=O)N1CCCN1CCCC1=O (stereo not drawn) | -0.5 | · | · | · | 5.6 | · | · | 4.2 | 0.6 | 2.9 | ·
CCOc1cc(C2NC(=O)NC(O)(C(F)(F)F)C2C(=O)c2ccc(OC)cc2)ccc1O (stereo not drawn) | -0.2 | 2.9 | 0.1 | 0.0 | -13.7 | -3.4 | -3.4 | -3.5 | -1.7 | -19.0 | 2.5
CCOc1cc(/C=C(\C#N)C(=O)Nc2ccccn2)ccc1O | 0.1 | -0.1 | -11.6 | 10.1 | 13.1 | -8.6 | 3.0 | -16.8 | -0.5 | 11.7 | -0.5
COc1cc2c(cc1OC)CN(C(=O)/C=C/c1ccc([N+](=O)[O-])cc1)CC2 | 0.0 | 18.9 | 0.6 | 4.5 | 2.6 | -20.6 | -7.6 | 5.4 | 0.8 | -17.8 | 4.5
O=C1CCCN1CN(C(=O)c1ccccc1)c1ccc(F)cc1 | -0.1 | 0.4 | 0.8 | 1.9 | -24.2 | 3.3 | -11.7 | 16.4 | -0.4 | 21.7 | 1.2
CC(C)(C)C(=O)CN1C(=O)C2(OCCO2)c2ccccc21 | -0.2 | 13.4 | -6.2 | 4.3 | 11.2 | 1.3 | -8.2 | 13.3 | 4.2 | -1.5 | 3.1
CN(C)C=Nc1nonc1N | -0.2 | -4.5 | -1.7 | 8.0 | -19.4 | 13.9 | -2.3 | 17.2 | 0.3 | -20.3 | 1.8
O=C(Cn1ncc2c1-c1ccccc1OC2)Nc1nc2ccccc2s1 | -0.1 | 11.4 | 9.3 | · | 4.3 | 0.2 | -3.7 | 4.9 | 2.0 | 29.5 | 0.6
CC(=O)N1c2ccccc2Nc2ccccc21 | -0.2 | -4.2 | 0.3 | 12.0 | 6.5 | -2.7 | -1.1 | -1.9 | 0.8 | -0.5 | -6.2
Nc1cc(N)nc(SCC(=O)Nc2ccc3c(c2)OCO3)n1 | -0.1 | 3.1 | -6.0 | 1.6 | -21.1 | 6.0 | -28.4 | -13.0 | 1.4 | -17.7 | -1.1
CS(=O)(=O)c1ccc2nc(NC(=O)c3cc(-c4ccccc4)nn3-c3ccccc3)sc2c1 | -0.1 | -2.6 | -12.3 | 8.8 | -19.0 | -12.4 | 12.9 | -5.3 | -1.3 | 1.2 | -0.2
O=C(CSc1ccccc1F)NCCCN1CCCC1=O | 0.2 | -7.4 | 1.5 | -0.8 | 16.4 | -14.3 | -35.1 | -44.6 | -0.3 | 14.8 | 1.6
COc1cc(NC(=O)Cc2cccs2)ccc1-n1cnnn1 | 0.0 | 2.1 | 1.8 | -3.1 | 91.1* | 11.1 | -2.7 | 10.7 | 4.5 | 5.4 | 1.0
O=C(Nc1nnc(SCc2ccccc2F)s1)C1=COCCO1 | -0.3 | -244.9 | -13.9 | -37.6 | -18.4 | -12.4 | -17.3 | -233.2 | 1.1 | -159.5 | 2.6
CCN(CC)c1ccc(C=Nc2ccc(OC)c(S(=O)(=O)N3CCOCC3)c2)c(O)c1 | 0.1 | -16.7 | 5.6 | -1.8 | 9.3 | -5.6 | 8.8 | 2.8 | 0.0 | -2.5 | 4.3
CCn1cc(CN2CCC(n3nccc3NC(=O)C(OC)c3ccccc3)CC2)cn1 (stereo not drawn) | -0.2 | 1.1 | -5.5 | 10.9 | -3.2 | 1.9 | -5.0 | 4.4 | 0.3 | 11.7 | -1.7
COc1ccc(OC)c(-c2csc(CCn3nc(C)cc3C)n2)c1 | 0.2 | 2.7 | 1.7 | -6.6 | -7.2 | -2.3 | 22.1 | 9.5 | 0.1 | -12.6 | 0.4
CCc1noc(C)c1C(=O)Nc1nnc(CC(C)C)s1 | 0.0 | -4.1 | 1.6 | 3.6 | -15.4 | -7.0 | -0.9 | 11.7 | 1.0 | -1.5 | -3.8
CCCCC1CCC(C(=O)NCC(c2ccco2)N2CCOCC2)CC1 (stereo not drawn) | 0.5 | 5.8 | -4.0 | -1.8 | 2.2 | 6.5 | 6.5 | 8.8 | -0.5 | -26.5 | -3.1
CCOc1ccc2nc(NC(=O)C3(C)CC3(Br)Br)sc2c1 (stereo not drawn) | 0.5 | -285.9 | 13.9 | -70.0 | 9.4 | -6.8 | 11.8 | -169.1 | -0.7 | -48.5 | 2.4
O=C(O)CCCc1nc(-c2ccccc2)no1 | 0.3 | 9.5 | 1.5 | -5.4 | -4.6 | 8.4 | -2.6 | 10.0 | 3.1 | -4.0 | 1.5
Cc1ccnc(NC(=O)CCC(=O)N(CC(=O)NCc2ccccc2)c2ccc3c(c2)OCO3)c1 | -0.1 | -7.8 | 0.2 | 15.8 | -0.8 | -2.9 | -4.3 | 1.8 | 1.9 | -56.9 | -0.8
CC(C)(C)NS(=O)(=O)c1ccc2[nH]c3c(c2c1)CCCCC3 | -0.1 | 12.3 | -5.8 | 10.9 | 20.8 | -1.3 | 2.2 | -3.0 | 0.8 | 12.4 | 1.6
CCc1ccccc1N1C(=O)[C@@H]2Cc3ccccc3CN2C1=O | 0.0 | 19.2 | 1.2 | 3.2 | -9.8 | 3.0 | -6.4 | 11.0 | -0.6 | -35.1 | -1.7
CC(C)(C)OC(=O)N1CCC(CNC(=O)c2ccc(F)cc2F)CC1 | 0.0 | 3.4 | 6.2 | 5.8 | 9.2 | 7.0 | -3.6 | 8.3 | -0.4 | -5.5 | -0.8
C=CCSc1nc(O)c(C2OC(=O)c3c2ccc(OC)c3OC)c(=O)n1-c1ccccc1 (stereo not drawn) | 0.1 | 1.5 | 4.4 | 12.0 | -4.2 | 3.4 | 11.3 | 8.6 | 0.9 | -4.8 | 0.1
CC(=O)NN1C(=O)c2ccc3c4c(ccc(c24)C1=O)C(=O)N(NC(C)=O)C3=O | 2.1 | -3.1 | -4.7 | 36.9 | 11.4 | 37.0 | -0.8 | 19.3 | -0.7 | -11.5 | 1.3
COc1ccc(-c2ccc(SCc3ccccn3)nn2)cc1OC | -0.3 | -16.4 | -1.8 | -4.3 | -24.6 | 17.0 | -12.8 | -32.6 | 2.9 | -9.2 | 1.6
